Bioassay records (PubChem BioAssay)
GC-B act = GC-B (human) receptor activation; activation, % at 10 µM; HEK293-GC-B cells, CNP EC30, cGMP TR-FRET; 0% at EC30 CNP, 100% saturating CNP; hit rate 0.11% among 370,000; P20594;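 active = activation at 10 µM reaching about 35% in either raw or pattern-adjusted values, limit read from the data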
SIAE inh = human SIAE inhibition, primary screen; Q9HAT2; hit rate 0.69% among 370,000; inhibition, % at 9.66 µM; SIAE FP-Rh probe binding, fluorescence polarization; AID 1053197;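 active = inhibition above a cutoff: mean of compounds within the control limits plus 3 SD of those, cut at about 17% in these data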;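 note: 0% = plate median of compound wells and 100% = probe without SIAE protein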
PRMT1 inh = inhibitors of human PRMT1; recombinant PRMT1, activity-based probe fluorescence polarization; inhibition, % at 2.79 µM; hit rate 1.3% among 370,000;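 active = inhibition above about 21% made by adding two undisclosed values, limit read from the data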
NPR1 activator = GC-A (human) enzyme activation | P16066 | activation, % at 10 µM | HEK293 GC-A cells, cGMP TR-FRET, EC30 ANP; 0% at EC30 ANP, 100% saturating ANP | hit rate 0.14% among 370,000; in the data active = activation above about 40%
ABHD4 inh = inhibits mouse alpha/beta hydrolase domain 4; hit rate 0.54% among 370,000; AID 720543; purified mABHD4, FP-Rh probe fluorescence polarization; inhibition, % at 8.92 µM;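 active = inhibition exceeding the mean over every tested compound plus 3 SD, cut at about 30% in these data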;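 note: 0% = plate median of compound wells and 100% = S159A mutant with DMSO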
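Doses – 8.92 µM, single dose · Material – wild-type mouse ABHD4 protein · Replication – single well per compound (singlicate) · Measure – percent inhibition of probe binding, normalized to plate controls · Schedule – 45 min compound pre-incubation plus 60 min probe step, 25 °C · Detection – fluorescence polarization with parallel and perpendicular emission, 525/598 nm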
HTRA1 inh = inhibitors of human serine peptidase HTRA1. Q92743. recombinant HTRA1, FP-rhodamine activity-based probe, fluorescence polarization. inhibition, % at 5.96 µM. hit rate 0.5% among 340,000. AID 504803; in the data active = inhibition above about 36%;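 note: 0% = enzyme with DMSO and 100% = wells lacking enzyme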
rCAG binder = r(CAG) repeat RNA binding | TO-PRO-1 dye displacement fluorescence | hit rate 1.3% among 370,000 | inhibition, % at 3 µM;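 active = inhibition above the plate cutoff, the mean of all test compounds on that plate plus 3 SD, cut at about 35% in these data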;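 note: 0% = DMSO alone and 100% = 100 µM mitoxantrone as full dye displacement; higher means more dye released from RNA so lower well fluorescence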
TCR-CD3 inh = blocks the human TCR-CD3 interaction. TAMRA-labeled TCR probe fluorescence, biochemical. inhibition, % at 9.4 µM. AID 651800. hit rate 0.37% among 360,000; in the data active = inhibition above about 19%;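 note: recombinant mutant TCR 2C K166C tagged with TAMRA read by polarization; 0% = receptor in buffer alone and 100% = receptor with positive control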
UHRF1 binding = UHRF1 methyl-DNA binding inhibition; Q96T88; UHRF1 binding to methylated oligo, TR-FRET; inhibition, % at 4.4 µM; hit rate 0.75% among 370,000; in the data active = inhibition above about 21%;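 note: UHRF1 SRA domain binding a hemimethylated CpG hairpin DNA probe; 0% = median of test compound wells and 100% = reference inhibitor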
Target sequence (Q96T88 whole entry, looked up, the tested form may be a part): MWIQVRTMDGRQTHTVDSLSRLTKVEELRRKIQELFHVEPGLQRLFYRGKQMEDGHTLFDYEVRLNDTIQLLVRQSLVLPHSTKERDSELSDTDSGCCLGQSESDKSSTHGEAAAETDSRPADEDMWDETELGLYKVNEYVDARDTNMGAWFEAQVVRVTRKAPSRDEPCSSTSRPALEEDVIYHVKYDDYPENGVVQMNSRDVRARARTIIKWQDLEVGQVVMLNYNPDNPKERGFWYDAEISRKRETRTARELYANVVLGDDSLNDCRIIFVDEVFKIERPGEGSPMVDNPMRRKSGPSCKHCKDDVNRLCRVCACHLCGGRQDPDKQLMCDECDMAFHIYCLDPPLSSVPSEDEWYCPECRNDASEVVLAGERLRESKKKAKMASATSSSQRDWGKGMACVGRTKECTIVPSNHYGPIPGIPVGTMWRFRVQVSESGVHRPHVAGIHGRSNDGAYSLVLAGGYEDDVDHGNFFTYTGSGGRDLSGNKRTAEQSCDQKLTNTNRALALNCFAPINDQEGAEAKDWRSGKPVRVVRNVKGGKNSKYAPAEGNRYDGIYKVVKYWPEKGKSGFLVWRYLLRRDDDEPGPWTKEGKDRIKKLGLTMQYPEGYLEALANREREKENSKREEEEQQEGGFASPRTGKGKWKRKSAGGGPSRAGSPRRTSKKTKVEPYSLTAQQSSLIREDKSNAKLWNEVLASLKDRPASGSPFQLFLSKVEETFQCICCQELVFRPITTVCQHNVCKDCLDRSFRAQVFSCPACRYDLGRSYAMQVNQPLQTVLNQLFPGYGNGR
MBD2 DNA inh = inhibitors of human MBD2 binding to methylated oligonucleotide; Q9UBB5; TR-FRET; inhibition, % at 4.4 µM; hit rate 0.31% among 370,000; in the data active = inhibition above about 13%
Starred values were filed as active, the others as inactive; . = not tested or not shown.

SMILES	GC-B act	SIAE inh	PRMT1 inh	NPR1 activator	ABHD4 inh	HTRA1 inh	rCAG binder	TCR-CD3 inh	UHRF1 binding	MBD2 DNA inh
CCC(CO)N=CC1=C(O)CC(c2ccccc2)CC1=O (stereo not given)	-1	2	2	-2	4	3	-2	0	2	-4
Cc1n[nH]c2c([N+](=O)[O-])c(=O)[nH]c(=O)n12	2	-1	5	2	-6	4	2	-3	3	6
O=C(NCc1ccc(F)cc1)C1CCCN(S(=O)(=O)c2cccc3nsnc23)C1 (stereo not given)	2	9	-2	-3	6	-5	-1	1	-7	3
CCc1cccc(CC)c1NC(=O)CN1C2CCCC1CC(NC(=O)Nc1cccc(OC)c1)C2 (stereo not given)	5	4	-7	-1	-2	-47	-3	2	-3	-7
Cc1c(O)c(CN(C)C)cc2c1oc(=O)c1ccccc12	-5	-1	-1	5	1	6	0	-3	-1	-2
CCCn1nnc(NC(=S)NC(=O)Cc2ccccc2)n1	-2	9	-1	2	-1	4	-3	2	-1	-4
CC(C)(C)S(=O)(=O)c1ccccc1C(=O)O	5	-5	-3	1	-4	4	0	3	-1	-3
O=C(COC(=O)C1COc2ccccc2O1)NC(=O)NC1CCCCC1 (stereo not given)	-1	47*	2	0	0	-7	1	-6	3	7
COc1ccc(-c2noc(C3CCCN(S(=O)(=O)c4cccc(Cl)c4C)C3)n2)cc1OC (stereo not given)	-8	-1	-3	7	5	-2	-1	4	-2	-5
O=C(Nc1ccc(Nc2ccccc2)cc1)c1ccccc1F	-2	8	-1	0	-2	14	6	2	6	-2
O=C(Nc1ccccc1)c1nc[nH]c1C(=O)NCCNC(=O)c1[nH]cnc1C(=O)Nc1ccccc1	-2	-59	-2	-7	-31	-8	7	3	4	5
O=C(c1ccc(Cl)cc1)c1cnc(Nc2ccccc2)s1	-8	-3	0	-2	2	-6	3	6	1	0
O=C1CCc2cc(S(=O)(=O)NCCCC(=O)N3CCN(Cc4ccc5c(c4)OCO5)CC3)ccc2N1	-1	3	-4	-1	-2	1	-3	5	0	-5
N#Cc1ccc(C23CC4(C2)[C@H](CN(Cc2ccc(-c5ccccc5)cc2)[C@@H]4c2ccccc2)C3c2ccc(C(F)(F)F)cc2)cc1 (stereo not given in full)	7	-1	-3	-2	7	.	8	11	-2	-7
COc1ccc(-c2nc3c(c(=O)[nH]c(=O)n3Cc3ccccc3)n2Cc2ccccc2)cc1	4	-1	-2	-5	3	-6	6	8	0	2
CC(=O)c1cccc(CN2CCCCC2C(=O)Nc2ccc(Oc3ccccc3)nc2)c1 (stereo not given)	-2	2	-2	3	-4	-19	-3	-2	2	4
CC1CCCC(C)N1C(=O)COC(=O)c1nn(C)c(=O)c2ccccc12 (stereo not given)	0	9	3	1	4	0	-7	0	-2	3
N#CC[C@H](c1ccccc1)N1CCN(Cc2ccccc2)CCC1=O	1	-4	0	-2	-1	-4	2	8	-5	3
CN1CCN(c2ccc([N+](=O)[O-])cc2NC(=O)c2ccco2)CC1	4	-2	4	4	2	4	-4	-8	2	0
O=C(/C=C/Nc1ccc([N+](=O)[O-])cc1)c1ccc(Br)cc1	6	-3	-2	-2	0	0	6	-3	4	4
Cc1cc(=O)cc(C)n1-c1ccc(O)cc1	5	9	-2	-1	2	-3	0	6	-1	1
Cn1cccc1/C=N/n1c(-c2ccc(C(C)(C)C)cc2)n[nH]c1=S	-1	0	16	2	-12	-19	22	2	-3	3
CC(=O)Nc1ccc(-c2nnc(SCc3ccc(C)cc3)n2C)cc1	0	6	-3	-1	-6	3	-6	5	6	-2
CCCn1c(-c2nonc2N)nc2ccccc21	5	-3	2	-1	12	-5	5	7	-3	-4
Cc1ccc2nc(NCCc3ccc(Cl)cc3)c3nncn3c2c1	-2	-7	-5	-11	-7	-4	3	-1	-1	-3

Structures listed above that bear a hit mark in SIAE inh:
Structure,GC-B act,SIAE inh,PRMT1 inh,NPR1 activator,HTRA1 inh,TCR-CD3 inh,UHRF1 binding,MBD2 DNA inh
O=C(COC(=O)C1COc2ccccc2O1)NC(=O)NC1CCCCC1 (stereo not given),-1,47*,2,0,-7,-6,3,7

Reformatted with each value named: 4 of the compounds above.
structure: O=C(NCc1ccc(F)cc1)C1CCCN(S(=O)(=O)c2cccc3nsnc23)C1 (stereo not given)
  GC-B act: 2 | SIAE inh: 9 | PRMT1 inh: -2 | NPR1 activator: -3 | ABHD4 inh: 6 | HTRA1 inh: -5 | rCAG binder: -1 | TCR-CD3 inh: 1 | UHRF1 binding: -7 | MBD2 DNA inh: 3

structure: CCc1cccc(CC)c1NC(=O)CN1C2CCCC1CC(NC(=O)Nc1cccc(OC)c1)C2 (stereo not given)
  GC-B act: 5 | SIAE inh: 4 | PRMT1 inh: -7 | NPR1 activator: -1 | ABHD4 inh: -2 | HTRA1 inh: -47 | rCAG binder: -3 | TCR-CD3 inh: 2 | UHRF1 binding: -3 | MBD2 DNA inh: -7

structure: Cc1c(O)c(CN(C)C)cc2c1oc(=O)c1ccccc12
  GC-B act: -5 | SIAE inh: -1 | PRMT1 inh: -1 | NPR1 activator: 5 | ABHD4 inh: 1 | HTRA1 inh: 6 | rCAG binder: 0 | TCR-CD3 inh: -3 | UHRF1 binding: -1 | MBD2 DNA inh: -2

structure: CCCn1nnc(NC(=S)NC(=O)Cc2ccccc2)n1
  GC-B act: -2 | SIAE inh: 9 | PRMT1 inh: -1 | NPR1 activator: 2 | ABHD4 inh: -1 | HTRA1 inh: 4 | rCAG binder: -3 | TCR-CD3 inh: 2 | UHRF1 binding: -1 | MBD2 DNA inh: -4

Carrying on.
SMILES	GC-B act	SIAE inh	PRMT1 inh	NPR1 activator	ABHD4 inh	HTRA1 inh	rCAG binder	TCR-CD3 inh	UHRF1 binding	MBD2 DNA inh
CCC(=O)NC(=S)Nc1ccc2oc(-c3ccc(OC)cc3)nc2c1	-7	9	1	3	1	-1	2	-5	2	7
O=C(CCl)NCCCCCCCCCNC(=O)CCl	8	9	3	3	-2	2	-2	3	-2	6
CCCCn1c(N)c(N(CC(C)C)C(=O)CCN2C(=O)C3CC=CCC3C2=O)c(=O)[nH]c1=O (stereo not given)	6	7	3	2	6	6	3	-2	3	-1
COc1ccc(Cc2noc(CN(C)C3CC(C)(C)NC(C)(C)C3)n2)cc1OC	-6	-4	-5	2	-1	1	13	9	1	-6
CCCC1CCC2(CC1)CCC2OC(=S)NCc1ccc(Cl)cc1 (stereo not given)	-4	3	-5	-3	-19	.	.	.	-1	-7
CCC(=O)Nc1cccc(C2=NOC3(C2)C[C@@H](C(N)=O)N(C(=O)c2cc([N+](=O)[O-])cc([N+](=O)[O-])c2)C3)c1 (stereo not given in full)	-4	3	1	1	7	-4	7	7	6	0
COc1cccc(CNC(=O)[C@@H]2CCCN2C(=O)[C@@H]2CCCN2C(=O)c2c(F)cccc2F)c1	-1	-4	5	-1	1	.	0	-4	5	8
N#Cc1ccc(CNc2cnccn2)cc1	5	2	2	-1	-2	7	2	6	2	3
Cc1cc(C)nc(N(C#N)CC(=O)N2CCC(C(N)=O)CC2)n1	2	5	-2	0	4	4	-1	11	4	-4
CCOC(=O)c1cnc2nc(C)[nH]n2c1=O	0	3	2	-2	5	-1	2	3	16	0
COC(=O)c1c(NC(=O)C2c3ccccc3Oc3ccccc32)sc(C)c1C	-11	-4	-3	-6	9	5	9	0	-1	0
COC(=O)[C@H]1C[C@@]2(n3ccc4ccccc43)c3ccccc3N(S(=O)(=O)c3ccccc3)[C@H]2N1C(=O)CNC1CCCCC1	-15	-5	2	-19	16	.	7	.	2	8
COCCn1c(C)cc(C(=O)COC(=O)/C=C/c2cccc(OC)c2)c1C	1	9	1	-2	-5	-8	-1	-1	-1	-8
Cc1ccc(-c2nc3c(c(=O)c4ccccc4n3C)c(=O)n2-c2ccc(F)cc2)cc1	-6	-1	-4	-2	-9	-1	1	4	-2	-2
COc1ccc(OC)c(/C=C2\SC(N3CCCC(C)C3)=NC2=O)c1 (stereo not given)	1	-13	7	9	-4	-15	2	-7	0	6
Cc1cc(NC(=O)CSc2ccc3nnc(-c4cccnc4)n3n2)no1	2	7	2	2	1	1	1	1	-2	4
CC(C)N(Cc1nnc(-c2ccc(Cl)cc2)o1)C(=O)C1=COCCO1	-7	6	1	-1	4	-5	-4	2	0	-5
CC(C)CCSc1nc2c(c(=O)[nH]c(=O)n2C)n1CCc1ccccc1	-1	1	-4	-1	2	-2	3	10	-2	-5
Cc1cc(NC(=O)CCC(=O)N(CC2CCCO2)C(C(=O)NC2CCCC2)c2cccnc2)no1 (stereo not given)	3	0	2	-3	3	-6	-8	-2	3	-1
O=C(NC1CCOc2ccccc21)C1CCCC1 (stereo not given)	1	-4	-4	3	-5	0	3	0	-1	5
CC(C)(C)C(=O)O/N=C(\N)COc1cccc(Cl)c1	5	6	-5	1	5	-4	-5	-1	-2	-3
CC(C)=CCC/C(C)=C/CNCC(=O)N1c2ccccc2[C@]2(C)C[C@@H]3C(=O)N(C/C=C(\C)CCC=C(C)C)CC(=O)N3[C@H]12	1	6	2	-13	7	.	3	.	-1	4
Cc1ccc2c(c1)C1CS(=O)(=O)N(CCc3ccccc3)CN1C2 (stereo not given)	-2	-4	4	0	-1	.	5	.	-2	5
c1ccc(CN=C(NCc2ccccc2)NCc2ccccc2)cc1	-8	0	1	1	6	-5	7	-2	2	3
CC1(c2nnnn2Cc2ccccc2)CSCC(=O)N1Cc1cccs1 (stereo not given)	-4	-2	0	-1	-1	.	5	.	2	0
COc1cccc(NC(=O)N(CCCN2CCOCC2)C(C)c2cc3ccccc3o2)c1 (stereo not given)	-3	-3	1	0	-4	-13	-9	2	-1	4
COC(=O)c1ccccc1C(=O)N1CCCC(C(=O)c2cc(F)ccc2F)C1 (stereo not given)	0	7	-2	-1	4	7	-9	-3	0	-4
Cc1cc(C(=O)NCCCN2CCCC2=O)no1	0	-4	0	1	-3	2	2	-2	1	-2
O=C(Nc1nccs1)c1csc([C@H]2C[C@H](O)[C@@H](CO)O2)n1	0	1	6	8	1	.	-1	-7	0	4
COCCN1C(=O)c2ccccc2C(C(=O)N2CCN(c3ccccn3)CC2)C1c1ccc(F)cc1 (stereo not given)	3	-6	0	-1	3	0	-8	3	-2	-2

As a short view, part of the list above:
SMILES	GC-B act	SIAE inh	PRMT1 inh	NPR1 activator	ABHD4 inh	HTRA1 inh	rCAG binder	TCR-CD3 inh	UHRF1 binding	MBD2 DNA inh
CCC(=O)NC(=S)Nc1ccc2oc(-c3ccc(OC)cc3)nc2c1	-7	9	1	3	1	-1	2	-5	2	7
O=C(CCl)NCCCCCCCCCNC(=O)CCl	8	9	3	3	-2	2	-2	3	-2	6
CCCCn1c(N)c(N(CC(C)C)C(=O)CCN2C(=O)C3CC=CCC3C2=O)c(=O)[nH]c1=O (stereo not given)	6	7	3	2	6	6	3	-2	3	-1
COc1ccc(Cc2noc(CN(C)C3CC(C)(C)NC(C)(C)C3)n2)cc1OC	-6	-4	-5	2	-1	1	13	9	1	-6
CCCC1CCC2(CC1)CCC2OC(=S)NCc1ccc(Cl)cc1 (stereo not given)	-4	3	-5	-3	-19	.	.	.	-1	-7

This is a subset, so the mix of outcomes need not match the whole.
